# CRE-bla Fsk: modulators of forskolin-stimulated CRE signaling in CHO cells; CHO CRE-bla reporter (cAMP response element driving beta-lactamase), forskolin EC10, beta-lactamase ratio; 71,000 compounds, 2.5% hits; Potency, µM (highest dose often 38.2 µM), without a hit: top-dose activity change, negative = inhibition, most hits filed as activators; active means well fitted activation curve with a large enough effect in the signal ratio, with a control signal flat, not every such curve was filed as active; inconclusive means small, poorly fitted or top-dose-only effect, or effect the other way, or a change in a side signal; the % refers to the signal ratio; further: potency means the concentration at half of the fitted maximal effect; % of control where 0% means no effect
#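 Reporter-gene assay: CHO cells with beta-lactamase behind cAMP responsive elements, co-treated with compound and EC10 NKH 477 for 3 hours at 37 degrees Celsius. Activity came from the 460/530 nm CCF4 emission ratio.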
# HADH2 inh: HADH2 (human) dehydrogenase inhibition | Q99714 | recombinant HADH2, NADH fluorescence, beta-hydroxybutyryl-CoA | Potency, µM (top dose mostly 57.1 µM), inactives show at the top dose activity change, negative = inhibition, actives largely listed as inhibitors | 73,000 compounds, 3.4% hits; further: potency means the concentration at half of the fitted maximal effect; on the % scale 0 is the no-effect control and ±100 the full control effect; nearly all actives have a fitted effect of over 60% in size; many of its hits are not listed in these tables
# Target sequence (Q99714 whole entry, looked up, one chain of several): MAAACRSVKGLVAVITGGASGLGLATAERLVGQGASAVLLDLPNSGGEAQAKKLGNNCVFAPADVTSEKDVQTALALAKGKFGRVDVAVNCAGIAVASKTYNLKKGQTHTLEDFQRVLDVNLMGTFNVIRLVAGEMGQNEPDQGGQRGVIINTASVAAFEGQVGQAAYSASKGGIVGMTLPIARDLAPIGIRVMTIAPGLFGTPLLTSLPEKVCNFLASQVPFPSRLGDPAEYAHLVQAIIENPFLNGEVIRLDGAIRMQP
#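 Buffer 100 mM Tris-HCl pH 9.0/0.01% Tween-20; HADH2 20 nM; NAD+ 1 mM; beta-hydroxybutyryl-CoA 90 uM (all final). 15 min cpd preincubation, RT.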
# UbGFP stabilizer: ubiquitin-GFP accumulation via proteasome inhibition | 67,000 tested, under 10 active | Ubiquitin-GFP reporter cells, proteasome inhibition, GFP fluorescence; response scale: untreated = 0%, 10 µM MG-132 = 100% | Potency, µM (doses to about 45.9 µM), inactives show top-dose activation (GFP accumulation), actives largely listed as activators | AID 526; active means well fitted activation curve with a large enough effect, not every such curve was filed as active; inconclusive means small, poorly fitted or top-dose-only effect, or another doubt; inactive means no such curve, though single readings can be large or run the other way; further: potency means the concentration at half of the fitted maximal effect
#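 U2OS cells expressing ubiquitin(G76V)-GFP, seeded overnight in 0.5% FBS medium, then treated 4 hr at 37 C across 46 uM to 2.9 nM. GFP-positive cells counted by laser cytometry (488 ex/515 em); %activity scaled between basal and 10 uM MG-132.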
# Hsp90 Hop PPI: changes Hsp90-Hop TPR2A binding signal, up or down; Potency, µM (highest dose often 57 µM), for the others: at the highest dose activity change, negative = inhibition; AlphaScreen TPR2A-His6 binding biotin-Hsp90 C-terminal peptide; AID 595; 71,000 compounds, 0.44% hits; active means well fitted curve in either direction with a large enough effect; inconclusive means small, poorly fitted or top-dose-only effect, or another doubt; further: potency means the concentration at half of the fitted maximal effect; on the % scale 0 is the no-effect control and ±100 the full control effect; many of its hits are not listed in these tables
# DNA Pol III inh: inhibitors of bacterial DNA polymerase III holoenzyme; reconstituted DNA polymerase III holoenzyme replication, biochemical; Potency, µM (series often up to 57.1 µM), for inactives: at the top dose activity change, negative = inhibition; 71,000 compounds, 0.25% hits; further: potency means the concentration at half of the fitted maximal effect; on the % scale 0 is the no-effect control and ±100 the full control effect
#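 Reconstituted *E. coli* holoenzyme (0.35 nM Pol III, 1 nM beta, 154 nM SSB, 2 nM primase) was preincubated with compound for 15 min at RT. Synthesis on 1.4 nM ssM13Gori ran 35 min, then was stopped with PicoGreen/EDTA and read as dsDNA fluorescence.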
# Epigenetic mod: derepresses silenced GFP locus in mouse C127i cells | Potency, µM (series often up to 46.1 µM), for inactives: top-dose GFP derepression (activation) | mouse C127i GFP locus derepression, cytometry, 30 h | 68,000 compounds, 0.09% hits; further: % of control where 0% means no effect
#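 Read-out is the number of GFP-positive cells, scored as fluorescent objects 20 to 120 um wide, reflecting derepression of a silenced CMV-GFP reporter in murine C127i cells after 30 h compound exposure at 37 C.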
# 15-hLO inh: 15-hLO (ALOX15) enzyme inhibition; P16050; purified 15hLO-1, xylenol orange hydroperoxide absorbance; Potency, µM (titrated, usually from 57.1 µM), for the others: at the top dose activity change, negative = inhibition, actives largely listed as inhibitors; 74,000 compounds, 1.4% hits; AID 887; further: potency means the concentration at half of the fitted maximal effect; on the % scale 0 is the no-effect control and ±100 the full control effect; nearly all actives have a fitted effect of over 55% in size
#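 Hydroperoxide formed from arachidonic acid (50 uM) by purified human 15hLO-1 (40 nM) oxidizes ferrous iron, and the ferric-xylenol orange complex is read at 573 versus 405 nm. Compounds were preincubated 15 min; reaction ran 6 min at room temperature.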
# USP2a inh: blocks human ubiquitin-specific protease USP2a. 60,000 compounds, 0.1% hits. Potency, µM (series often up to 38.3 µM), for inactives: top-dose activity change, negative = inhibition, hits mostly inhibitors. O75604. USP2a enzymatic assay, qHTS inhibition;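 further: potency means the concentration at half of the fitted maximal effect; nearly all actives have a fitted effect of over 60% in size; plate controls were DMSO for no effect and NEM full inhibition control for full effect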
# Target sequence (O75604 whole entry, looked up): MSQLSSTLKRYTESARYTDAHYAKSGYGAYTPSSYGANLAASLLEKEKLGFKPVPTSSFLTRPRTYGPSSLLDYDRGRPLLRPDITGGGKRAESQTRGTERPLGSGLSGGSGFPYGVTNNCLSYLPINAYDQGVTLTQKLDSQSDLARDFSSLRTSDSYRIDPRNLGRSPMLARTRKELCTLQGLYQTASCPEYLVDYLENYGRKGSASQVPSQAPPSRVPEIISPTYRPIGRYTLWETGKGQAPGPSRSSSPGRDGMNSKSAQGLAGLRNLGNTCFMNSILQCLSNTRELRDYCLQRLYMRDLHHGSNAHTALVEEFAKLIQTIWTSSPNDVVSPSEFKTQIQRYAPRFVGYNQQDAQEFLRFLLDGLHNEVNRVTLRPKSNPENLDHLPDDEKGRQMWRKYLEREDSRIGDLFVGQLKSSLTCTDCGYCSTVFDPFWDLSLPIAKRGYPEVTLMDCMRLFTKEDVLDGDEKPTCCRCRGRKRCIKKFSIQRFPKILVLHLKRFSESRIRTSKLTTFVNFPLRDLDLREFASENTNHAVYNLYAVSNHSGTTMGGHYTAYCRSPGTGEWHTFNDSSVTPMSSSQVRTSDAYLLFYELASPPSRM
#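 Coupled readout: USP2-cleaved Ub-PLA2 (20nM final) turns over NBD C6-HPC (20uM final), Ex 460nm/Em 535nm after 2.5 h, time-zero read flagging artifacts. Enzyme (20nM final, pH 8.0 Tris) given 30 min RT with compound first; NEM defines full inhibition.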
# HBB splicing: alters splicing of the hemoglobin beta chain. HBB splicing reporter cell assay, activation; EGFP reporter with mutant IVS2-654 intron; response scale: normalised to 500 nM splice-correcting PNA. Potency, µM (top dose mostly 46.1 µM), for inactives: at the highest dose activation, most hits filed as activators. 65,000 compounds, 0.06% hits; further: potency means the concentration at half of the fitted maximal effect; 0% is about no effect
#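 HeLa cells stably expressing EGFP interrupted by mutant beta-globin intron 2 (IVS2-654), 500/well in 2% FCS. Treated with compound for 2 days at 37C. Splicing correction scored as total well GFP intensity (488 nm excitation, 500-520 nm emission); 500 nM antisense PNA served as control.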
# BRCT PPI green: BRCA1 BRCT-phosphoprotein interaction inhibition | P38398 | BRCA1 BRCT-phosphopeptide binding, green fluorescence polarization | Potency, µM (titrated, usually from 76.9 µM), for inactives: at the highest dose activity change, negative = inhibition, hits mostly inhibitors | 75,000 compounds, 0.05% hits | AID 875;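 further: potency means the concentration at half of the fitted maximal effect; plate controls were peptide without protein for full effect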
#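 Fluorescence polarization: His-tagged BRCT (~35 kDa BRCA1 C-terminus, 250 nM) bound to 100 nM fluorescein-labeled phosphorylated 10-aa BACH1 peptide, pH 7.3 phosphate buffer with DTT and Tween 20. Compounds incubated 12 min at room temperature; inhibition read as lowered polarization.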
# BRCT inh red: inhibitors of human BRCA1 BRCT-phosphoprotein interaction (red fluorophore) | P38398 | Potency, µM (series often up to 76.9 µM), inactives show at the top dose activity change, negative = inhibition, hits mostly inhibitors | BRCT-phosphopeptide binding, red fluorescence polarization | AID 892 | 75,000 compounds, 0.03% hits; further: on the % scale 0 is the no-effect control and ±100 the full control effect
#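 Fluorescence polarization: 100 nM His-tagged BRCA1 BRCT with 100 nM TAMRA-labelled phospho-BACH1 decapeptide, phosphate buffer pH 7.3 with 150 mM NaCl, DTT, 0.01% Tween 20; 12 min RT. Binding inhibition seen as FP decrease.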
# An asterisk follows results filed as active; ? = inconclusive; · = not tested or not shown; [ ] = another dose, or the depositor's remark. Unless noted, the call rests on the fitted dose curve; in most records, active means well fitted curve in the direction sought with a large enough effect; inconclusive means small, poorly fitted or top-dose-only effect, or another doubt; inactive means no such curve, though single readings can be large; an effect the other way counts as inactive or inconclusive. Only part of the results is shown. The share of hits here may be higher or lower than overall.
SMILES	BRCT inh red	HADH2 inh	HBB splicing	BRCT PPI green	CRE-bla Fsk	USP2a inh	15-hLO inh	UbGFP stabilizer	DNA Pol III inh	Hsp90 Hop PPI	Epigenetic mod
CCC(C)[C@H](NC(=O)NCc1cccc(OC)c1)C(=O)O (some centres not stated)	-0.4%	18%	-0.7%[1.84 µM]	-2.5%	?	-1%	-6%	5%	-4%	0%	0%
C[C@](N)(C(=O)O)c1ccc(-c2nn[nH]n2)cc1	1.3%	9%	·	0.0%	-2%	·	-25%[25.6 µM]	0%	-6%	-5%	8%
Cc1cccc2nc(Cn3c(=O)n(CCC(=O)NCc4ccco4)c(=O)c4sccc43)cc(=O)n12	-0.1%	-8%	4.0%	-0.6%	?	-4%	1%	3%	0%	0%	1%
COc1ccc(Nc2oc(COc3ccccc3F)nc2C#N)cc1	0.9%	-5%	0.2%	1.5%	2%	·	?	3%	-2%	-29%	-2%
CC(C)c1cc(C(F)(F)F)nc(NNc2nc(C(C)C)cc(C(F)(F)F)n2)n1	0.4%[15.4 µM]	10%[11.4 µM]	2.1%[9.22 µM]	-3.6%[15.4 µM]	11%[7.6 µM]	·	-3%[11.4 µM]	2%[9.17 µM]	-1%[11.4 µM]	1%[11 µM]	0%[9.22 µM]
CCOCCn1c(=O)c2c(nc3n2CCN3c2ccc(C)cc2)n(C)c1=O	-0.8%	12%	-0.2%[0.369 µM]	0.7%	14%	3%	7%	3%	2%	-3%	2%
CCN(CCCNC(=O)c1ccc(N2CCCC2=O)cc1)c1cccc(C)c1	-1.2%	-3%	-2.8%	0.6%	-13%	15%	7%	4%	-4%	-7%	0%
C/C(CC1(O)C(=O)N(C)c2ccccc21)=N\O (configuration not stated)	-0.3%	16%	·	-0.8%	-1%	-5%	12%	-5%	-1%	-1%	-1%
COc1cc(NC(=O)C(C)Oc2ccccc2)cc(OC)c1 (configuration not stated)	-1.6%	4%	0.0%	1.0%	14%	7%	3%	-4%	0%	5%	-3%
O=C(Cc1ccc(-c2ccccc2)cc1)NCCN1CCOCC1	-2.0%	16%	·	0.0%	5%	1%	1%	3%	-6%	-3%	6%
COC(=O)C1=C(C)OC(N)=C(C#N)C1c1cc(OC)c(OCC(N)=O)cc1Cl (configuration not stated)	-0.9%	-1%	-0.6%	3.7%	?	3%	?	2%	4%	-11%	-2%
Cc1cc(C)c(NC2=NCC(=O)N2C2CCCCC2)c(C)c1	-2.2%	3%	·	-3.6%	0%	16%	10%	-7%	-10%	-2%	2%

# (next part)
SMILES	BRCT inh red	HADH2 inh	HBB splicing	BRCT PPI green	CRE-bla Fsk	USP2a inh	15-hLO inh	UbGFP stabilizer	DNA Pol III inh	Hsp90 Hop PPI	Epigenetic mod
CCOC(=O)c1c(NC(=O)CNCCO)sc(C)c1C	1.9%	-2%	-0.3%[57.5 µM]	-1.7%	?	·	25%	-1%	3%	-5%	8%
CCOC(=O)N1CCN(C(=O)COc2ccccc2OC)CC1	-0.7%	6%	0.5%	-1.9%	-9%	·	5%	3%	-2%	-1%	0%
NCCNc1ncnc2ccc(Cl)cc12	-0.8%[15.4 µM]	-9%[11.4 µM]	5.2%[9.22 µM]	0.4%[15.4 µM]	6%[7.6 µM]	·	-3%[11.4 µM]	-4%[9.17 µM]	0%[11.4 µM]	-1%[11 µM]	-2%[9.22 µM]
CCC1CCCCN1C(=O)CSc1nnc(-c2ccc(OC)cc2)o1 (configuration not stated)	0.1%	0%	-0.8%	0.9%	-8%	·	1%	3%	-2%	1%	-3%
COc1cccc(-c2noc(C3CCCN(S(=O)(=O)c4cccc(Cl)c4C)C3)n2)c1 (configuration not stated)	0.9%	-11%	-0.6%[57.5 µM]	-0.7%	-1%	·	-8%	-1%	-4%	?	6%
O=C(O)c1nnsc1-c1ccc(-c2snnc2C(=O)O)cc1	1.1%[15.4 µM]	?	0.6%[9.22 µM]	-0.7%[15.4 µM]	10%[7.6 µM]	·	-27%[11.4 µM]	-5%[9.17 µM]	-7%[11.4 µM]	-3%[11 µM]	6%[9.22 µM]
Nc1nnc(SCc2coc(-c3ccc(Cl)cc3)n2)s1	-0.5%	17%	-1.1%	-1.8%	10%	5%	7%	9%	6%	-3%	6%
Cn1c(=O)c2cc(NCc3ccccc3)nnc2n(C)c1=O	-1.1%	3%	-4.4%	-1.9%	-15%	-4%	-8%	13%	-5%	-4%	-1%
CC(=O)C1=C(C)Nc2ncnn2C1c1ccccc1Cl (configuration not stated)	-0.1%	-24%	-0.3%	-2.2%	-1%	3%	-10%	1%	-4%	-1%	-2%
O=C(CN1C(=O)COc2ccccc21)N(CCCN1CCOCC1)CC1CC=CCC1 (configuration not stated)	1.6%	-5%	-0.1%[57.5 µM]	-3.4%	-5%	·	3%	2%	-5%	-3%	2%
Cc1cc2oc3c(c(=O)c2cc1C)C(c1ccc(C(C)C)cc1)N(CCCN1CCOCC1)C3=O (configuration not stated)	-2.6%	-24%	-0.3%	-7.1%	9%	·	?	2%	-6%	-9%	·
O=C1NCCN1Cc1cccc(Cl)c1	0.6%	4%	-1.9%[0.369 µM]	-0.3%	-2%	3%	3%	·	-3%	-4%	0%

# New compounds follow.
SMILES	BRCT inh red	HADH2 inh	HBB splicing	BRCT PPI green	CRE-bla Fsk	USP2a inh	15-hLO inh	UbGFP stabilizer	DNA Pol III inh	Hsp90 Hop PPI	Epigenetic mod
Cc1ccc(S(=O)(=O)N=C2SCCCS2)cc1	1.8%	-11%	-1.7%[9.22 µM]	-1.2%	-20%	-6%	-5%	-5%	-1%	1%	-4%
O=C(CSc1n[nH]c(-c2cccs2)n1)NCc1cccs1	0.7%	-3%	-0.7%	-2.4%	-12%	-4%	1%	0%	-2%	1%	1%
CCN(CC)c1ccc2cc(C(=O)Nc3ccc(-n4cnnn4)c(OC)c3)c(=O)oc2c1	-0.8%	41%[activator]	3.1%[57.5 µM]	39%[activator]	?	·	-14%	-1%	2%	2%	?
CCOC(=O)NCc1ccc(S(=O)(=O)Nc2ccccc2C)cc1	0.7%	-2%	-4.3%[57.5 µM]	-3.9%	0%	22%	?	2%	3%	-1%	0%
CCCCn1c(=O)n(C)c(=O)c2c(C(F)(F)F)cc(-c3ccncc3)nc21	0.7%	?	-14%	-3.5%	?	-4%	-13%	-9%	0%	-3%	-4%
Cc1sc2ncn3cnnc3c2c1C	-2.1%	-10%	0.1%[57.5 µM]	-1.6%	15%	-9%	4%	0%	-6%	-1%	-3%
CCCCNC(=O)c1ccc(N2CCOCC2)c(NS(=O)(=O)c2ccc(OC)cc2)c1	-2.5%	7%	-1.0%[57.5 µM]	-0.3%	?	11%	-14%	3%	1%	-3%	-3%
Cc1cc(=O)oc2ccc(OC(=O)c3cccc(S(=O)(=O)N4CCOCC4)c3)cc12	0.1%	-2%	-0.9%	-0.8%	-29%	20%	-1%	2%	2%	-1%	0%
CCOc1ccc(N2CC(C(=O)NCCCN3CCOCC3)CC2=O)cc1 (configuration not stated)	-0.6%	7%	0.9%	-0.5%	2%	-5%	9%	-4%	1%	-4%	-3%
CC(=O)c1ccc(N2CCN(C(=O)c3ccco3)C(C)C2)c(F)c1 (configuration not stated)	-0.6%	-13%	2.4%	3.1%	2%	7%	-4%	0%	-4%	-4%	5%

# Retrieved by compound from above (two):
SMILES	BRCT inh red	HADH2 inh	HBB splicing	BRCT PPI green	CRE-bla Fsk	USP2a inh	15-hLO inh	UbGFP stabilizer	DNA Pol III inh	Hsp90 Hop PPI	Epigenetic mod
CCCCn1c(=O)n(C)c(=O)c2c(C(F)(F)F)cc(-c3ccncc3)nc21	0.7%	?	-14%	-3.5%	?	-4%	-13%	-9%	0%	-3%	-4%
Cc1cc(=O)oc2ccc(OC(=O)c3cccc(S(=O)(=O)N4CCOCC4)c3)cc12	0.1%	-2%	-0.9%	-0.8%	-29%	20%	-1%	2%	2%	-1%	0%
